Bioassay records: PubChem BioAssay, several laboratories
GSK3B inh: blocks human GSK3beta kinase activity; AID 2097; 300,000 tested, 0.038% active; P49841; activity score (negative = inhibition), % at 10 µM; GST-GSK3beta kinase, ADP-Glo luminescence, 60 min; hits give low values;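 active = more than half of replicate wells score below -50%, meaning over 50% inhibition versus plate controls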;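 also: 0% = median DMSO wells and -100% = median GW8510 positive control wells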
Target sequence (P49841 whole entry, looked up): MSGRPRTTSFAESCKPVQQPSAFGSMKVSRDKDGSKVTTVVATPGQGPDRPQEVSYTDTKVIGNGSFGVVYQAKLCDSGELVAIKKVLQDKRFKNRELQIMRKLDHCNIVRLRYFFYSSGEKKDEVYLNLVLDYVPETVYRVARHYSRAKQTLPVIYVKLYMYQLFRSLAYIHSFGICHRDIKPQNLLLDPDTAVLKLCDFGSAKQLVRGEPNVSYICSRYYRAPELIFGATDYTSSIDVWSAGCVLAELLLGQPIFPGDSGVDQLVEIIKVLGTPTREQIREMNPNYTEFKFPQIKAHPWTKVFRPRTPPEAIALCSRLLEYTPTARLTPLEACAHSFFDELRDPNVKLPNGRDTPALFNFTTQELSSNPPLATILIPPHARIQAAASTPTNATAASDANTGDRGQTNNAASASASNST
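Assay system: GST-fused GSK3beta enzyme, cell-free / Medium: Tris pH 7.5 buffer with MgCl2, DTT, BSA, heparin / Also added: peptide substrate plus 25 µM ATP (final) / Compound: 10 µM single point / Timing: kinase reaction with compound 60 min at room temperature / Detection: ADP-Glo luminescence / Benchmarks: DMSO neutral wells and GW8510 at 20 µM as positive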
HSF1 activator: increases HSF-1 driven luciferase reporter signal; NIH3T3-HGL HSF-1 luciferase reporter, MG132, 8 h; 100% = twice DMSO control signal; activation, % at 9 µM; 300,000 tested, 1.7% active; AID 504408;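 active = mean replicate activation of at least 50% with a set share of replicates each reaching 50%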;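 also: 0% = median of the neutral control wells and 100% = twice that signal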
AI-2 QS mod: Vibrio harveyi AI-2 quorum sensing modulation. Vibrio harveyi JMH597 AI-2 luminescence/OD600 ratio, 9 h; hits give low values; strain lacks LuxN and CqsS sensors; 0 = neutral-control median. activity change, % at 7.5 µM. 300,000 tested, 0.4% active; in the data active = activity change below about -75%, passing the limit was not always enough;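 also: luminescence divided by OD600 gain over 9 h not by final OD600 alone; inactives centre near 13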
HSF1 inh: HSF1 inhibition; NIH3T3-HGL HSE-luciferase, MG132-induced, luminescence 8 h; hits give low values; activity change, negative = inhibition, % at 7.5 µM (by protocol); 300,000 tested, 0.77% active;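 active = more than half of replicate wells show activity change below -50%, luminescence cut by over half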;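 also: luciferase reports HSF-1 transcriptional activity via heat shock element; 0% = median of DMSO wells and -100% = zero luminescence signal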
KLF5 inh: kruppel-like factor 5 inhibition. DLD-1 KLF5 promoter-luciferase reporter, luminescence. 290,000 tested, 0.23% active. inhibition, % at 5 µM. AID 1700;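 active = inhibition above a per-plate limit of that plate's mean compound inhibition plus 3 SD, cut at about 60% in these data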;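 also: 0% = DMSO wells and 100% = LY294002 at 200 µM; higher means less KLF5 promoter-driven luciferase light; inactives centre near -14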
HIF activator: HIF pathway transcriptional activation. activation, % at 7.5 µM (by protocol). U2OS HRE-luciferase reporter, luminescence; normalized: DMSO 0%, desferrioxamine 100%. 300,000 tested, 0.32% active;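 active = mean activation of at least 10% of the iron chelator positive control signal, with at least half of replicates also reaching 10%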
IEC-6 cytotox: kills IEC-6 intestinal cells in KLF5 counter-screen; 290,000 tested, 0.78% active; inhibition, % at 5 µM; AID 1825; IEC-6 cytotoxicity, luminescence viability; in the data active = inhibition above about 22%;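 also: 0% = plate median of test compound wells and 100% = cytotoxic reference compound wells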
HSP90 inh: blocks HSP90-mediated luciferase refolding in reticulocyte lysate. Rabbit reticulocyte lysate, luciferase refolding luminescence, 3 h. inhibition, % at 5.6 µM. 290,000 tested, 0.91% active;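 active = inhibition above the screen-wide mean plus 3 SD, computed separately per campaign, cut at about 16% in these data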;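 also: 0% = DMSO wells and 100% = 60 µM geldanamycin wells; inhibitors lower the luminescence because luciferase stays unfolded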
aSyn 5UTR inh: 5' untranslated region of α-synuclein, MLPCN primary screen | AID 1813 | alpha-synuclein 5'UTR reporter, inhibitor activity | 300,000 tested, 0.82% active | inhibition, % (tested at 7.5 µM); in the data active = inhibition above about 60%;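 also: H4 neuroglioblastoma cells stably carrying SNCA 5'UTR luciferase fusion; 0% = DMSO wells and 100% = positive control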
GSK3A inh: inhibitors of human GSK-3 alpha kinase; AID 2650; inhibition, % at 10 µM; ADP-Glo luminescence, 60 min; 320,000 tested, 0.1% active;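 in the data active = inhibition above about 50%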;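 also: GST-tagged GSK-3 alpha with peptide substrate and 25 µM ATP; 0% = DMSO neutral wells and 100% = GW8510 positive control wells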
Target sequence (P49840 whole entry, looked up): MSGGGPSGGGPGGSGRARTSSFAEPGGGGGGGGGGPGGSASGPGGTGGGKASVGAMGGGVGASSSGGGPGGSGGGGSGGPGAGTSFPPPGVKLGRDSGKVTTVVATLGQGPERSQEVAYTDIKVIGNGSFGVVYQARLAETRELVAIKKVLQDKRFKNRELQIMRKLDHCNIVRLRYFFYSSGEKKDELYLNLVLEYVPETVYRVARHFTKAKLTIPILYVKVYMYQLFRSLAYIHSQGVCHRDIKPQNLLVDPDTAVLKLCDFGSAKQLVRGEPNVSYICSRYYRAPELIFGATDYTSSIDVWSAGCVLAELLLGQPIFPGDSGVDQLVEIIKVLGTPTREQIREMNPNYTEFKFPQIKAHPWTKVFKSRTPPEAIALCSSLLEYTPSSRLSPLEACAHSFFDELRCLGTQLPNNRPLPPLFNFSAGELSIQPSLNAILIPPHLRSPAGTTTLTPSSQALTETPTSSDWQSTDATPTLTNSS
Starred values were filed as active, the others as inactive; · = not tested or not shown. The list is partial; count on the stated rates, not on these rows.

The opening seven records, to show the layout:
canonical_smiles	KLF5 inh	AI-2 QS mod	HSF1 activator	aSyn 5UTR inh	IEC-6 cytotox	GSK3A inh	GSK3B inh	HIF activator	HSP90 inh	HSF1 inh
Cc1cccc(-n2c(=S)[nH]c3ccccc3c2=O)n1	-6	62	-1	3	-3	·	-2	-1.0	-1	3
Cc1ccc(NC(=O)CSc2nnc([C@@H](N)Cc3c[nH]c4ccccc34)o2)c(C)c1	13	5	10	15	4	-4	1	0.6	0	-2
O=C(Cc1ccccc1)Oc1cccc(-n2cnnn2)c1	-7	14	4	6	2	·	-1	0.1	-1	0
COc1cccc(C(=O)C2CCCN(Cc3cnn(C(C)C)c3)C2)c1 (stereo not given)	-2	17	-16	-19	2	-1	-5	-0.2	0	1
CC1CCCC(NC(=O)CNC(=S)N2CC3CC(C2)c2cccc(=O)n2C3)C1C (stereo not given)	-1	22	11	7	-1	-1	1	-0.2	-5	-1
CCN1CCN(Cc2cc(Br)cc(OC)c2O)CC1	-20	26	-2	17	0	2	-1	-0.2	1	-5
CCOc1ccc(CC2C(=O)NC(=O)N(c3ccc(CC)cc3)C2=O)cc1 (stereo not given)	-6	7	15	5	-3	-4	2	0.5	10	0

Results, repeating the preview:
canonical_smiles	KLF5 inh	AI-2 QS mod	HSF1 activator	aSyn 5UTR inh	IEC-6 cytotox	GSK3A inh	GSK3B inh	HIF activator	HSP90 inh	HSF1 inh
Cc1cccc(-n2c(=S)[nH]c3ccccc3c2=O)n1	-6	62	-1	3	-3	·	-2	-1.0	-1	3
Cc1ccc(NC(=O)CSc2nnc([C@@H](N)Cc3c[nH]c4ccccc34)o2)c(C)c1	13	5	10	15	4	-4	1	0.6	0	-2
O=C(Cc1ccccc1)Oc1cccc(-n2cnnn2)c1	-7	14	4	6	2	·	-1	0.1	-1	0
COc1cccc(C(=O)C2CCCN(Cc3cnn(C(C)C)c3)C2)c1 (stereo not given)	-2	17	-16	-19	2	-1	-5	-0.2	0	1
CC1CCCC(NC(=O)CNC(=S)N2CC3CC(C2)c2cccc(=O)n2C3)C1C (stereo not given)	-1	22	11	7	-1	-1	1	-0.2	-5	-1
CCN1CCN(Cc2cc(Br)cc(OC)c2O)CC1	-20	26	-2	17	0	2	-1	-0.2	1	-5
CCOc1ccc(CC2C(=O)NC(=O)N(c3ccc(CC)cc3)C2=O)cc1 (stereo not given)	-6	7	15	5	-3	-4	2	0.5	10	0
O=C1NC(=O)N(c2ccccc2)C(=O)/C1=C/c1ccc([N+](=O)[O-])s1	-4	43	-6	6	-8	-3	2	-0.2	1	-6
CN(c1ccc(OCC(=O)N2CCN(C/C=C/c3ccccc3)CC2)cc1)S(=O)(=O)c1cccs1	-11	29	0	2	-4	-2	-3	0.1	3	-3
O=C1CN(C(=O)CN2CCCCC2)C(c2ccccc2)c2cc(Br)ccc2N1 (stereo not given)	8	3	28	-35	1	1	-1	-0.8	6	15
CC(C)C1(C)N=C(c2nc3ccccc3cc2C(=O)O)NC1=O (stereo not given)	2	37	1	1	-2	0	2	0.1	0	-2
O=C(c1cc(-c2ccccc2)on1)N1CCC2(CC1)OCCO2	-52	-30	35	-113	-4	2	-1	2.2	0	8
CC1(C)NC(=O)[C@H]2CCCN21	·	25	-15	-2	·	-1	-1	0.3	·	0
CN1CCN(Cc2ccc(Br)s2)CC1	-16	2	-29	22	-4	-3	0	0.2	-1	-9
O=c1c2ccccc2nc(Cc2ccccc2)n1-c1cccc(O)c1	0	48	-2	-9	6	·	-1	-0.6	2	5
C=CCn1c(O)c(C(CC)=NC2CC2)c(=O)[nH]c1=O	-28	12	22	19	-7	-1	1	0.0	0	0
CC[C@@H](CO)C1CC2NC3CC4(c5ccccc5N(C)[C@@H]24)C(O)C31 (stereo not given in full)	·	7	2	-27	·	-3	-2	0.2	·	-1
CN1CCN(c2c(C#N)c(C(F)(F)F)nn2C)CC1	-2	24	-2	19	3	-1	-2	0.5	2	0
CCN1CCN(C(c2cccs2)C(C)NC(=O)Oc2ccccc2)CC1 (stereo not given)	-12	33	10	-2	-4	0	-1	-0.6	7	-3
CC(=O)c1c(C)[nH]c(C(=O)N2CCC3(CC2)OCCO3)c1C	10	18	4	7	1	-1	1	0.4	-4	-7
CCOC(=O)c1ccc(NC(=O)c2c(O)[nH]c(=O)[nH]c2=O)cc1	7	18	-10	4	-12	-1	3	-0.3	2	-4
CCOC(=O)/C(CCCN(CC)CC)=N\O	-27	17	-9	-1	3	0	0	-0.2	4	5
CC1CN=C(NCc2ccncc2)S1 (stereo not given)	-14	12	-46	0	1	·	1	-0.3	1	-28
Fc1ccc(C2=CCN(C(c3cccs3)c3nnnn3CCc3ccccc3)CC2)cc1 (stereo not given)	-16	0	23	-29	-4	-20	-2	-0.8	-4	5
O=c1c2ccccc2nc(SCC2CCCCO2)n1-c1ccccc1 (stereo not given)	-47	22	6	11	1	-6	3	3.9	-6	10
CN1CCN(c2nc([N+](=O)[O-])nn2C)CC1	-19	12	10	2	4	1	-1	0.2	-1	-4
Cc1ccc(-n2c(O)c(C=NCc3ccccn3)c(=O)[nH]c2=S)cc1	-25	5	-5	-13	-9	8	-2	-0.1	1	2
CCOC(=O)C1C(=O)NC23CCCC2C1c1ccccc1O3 (stereo not given)	0	7	16	-11	2	0	2	0.0	1	2
CCc1ccccc1NC(=O)CSc1nnc([C@@H](N)Cc2c[nH]c3ccccc23)o1	-21	14	7	-5	1	-1	-2	0.2	0	-1
Cc1nn(Cc2ccccc2)c(C)c1C(=O)NCc1ccccc1	-2	·	7	30	-2	·	·	-0.5	9	-1
CN1CCN(c2nc3c(c(=O)[nH]2)CCC3)CC1	-6	25	0	10	6	-2	1	-1.6	-2	0
C/C=C(\C)C(=O)OC1C(C)=C2C(C1OC(=O)CCCCC)C(C)(OC(C)=O)CC(OC(=O)CCC)C1(O)C2OC(=O)C1(C)O (stereo not given)	·	-6	-43	108*	·	-4	-2	2.8	·	-38
O=C(Cn1cc(C(=O)c2ccccc2)c2ccccc21)NCc1ccco1	-6	30	10	6	0	0	2	-0.4	5	4
CC(C)Sc1nnc([C@@H](N)Cc2ccccc2)o1	4	13	26	-41	-2	-3	2	2.8	-1	17
CC1CC(NC(=O)C2C3CCC(O3)C2C(=O)O)CC(C)(C)C1 (stereo not given)	-2	8	23	14	9	0	0	-0.1	5	-2
COc1ccc(NC(c2ccccc2)P(=O)(Oc2ccccc2)Oc2ccccc2)cc1 (stereo not given)	-2	-2	20	4	0	3	0	0.4	-6	-8
CC1CCCN(C(=O)CCl)C1 (stereo not given)	-26	20	-6	-29	9	-5	-2	-0.3	-7	7
CC[C@@H](C(N)=O)N1CCCC1=O	-35	20	-16	8	-5	-4	1	0.0	-4	3
CC(NCc1ccc(Cl)cc1)C(O)c1ccccc1 (stereo not given)	6	17	7	-16	20	10	-4	0.3	2	2
Clc1cccc(Cl)c1C1N2CCCN12 (stereo not given)	-28	19	-3	-13	-4	-2	3	-2.5	4	0
COC(=O)C1=C(c2ccccc2)C[C@@H]2CC[C@H]1N2C(=O)NCc1ccc(C(F)(F)F)cc1	·	-1	-9	15	·	-1	1	0.4	·	6
Cc1c(C=C2C(=O)N(C)C(=O)N(C)C2=O)c(=O)n(-c2ccccc2)n1C	10	15	-57	12	-3	1	2	-0.5	-3	-46
C=CCN1C(=O)/C(=C/c2cc(C)n(-c3ccccn3)c2C)C(=O)NC1=S	-31	12	11	3	-5	-3	1	0.2	-3	-13
Fc1ccccc1CNCCc1ccc2c(c1)OCO2	-19	9	12	-31	-7	-2	2	0.4	-1	-2
N#CSCC(=O)N1c2ccccc2CCc2ccccc21	-20	-76*	-15	-84	-9	-4	5	1.4	-4	-11
CC(=O)O[C@@]12CO[C@@H]1C[C@H](O)[C@@]1(C)C(=O)[C@H](O)C3=C(C)[C@@H](OC(=O)[C@H](O)[C@@H](NC(=O)c4ccccc4)c4ccccc4)C[C@@](O)([C@@H](OC(=O)c4ccccc4)C12)C3(C)C (stereo not given in full)	53	41	-4	114*	92*	0	2	0.0	1	-1
NP(=O)(OCCCc1ccccc1)Oc1ccccc1 (stereo not given)	18	-61	4	-4	0	0	0	0.4	-2	6
CC12CCC3C(CC=C4CC(O)CCC43C)C1C/C(=C\N1CCCC1)C2=O (stereo not given)	-3	17	63*	9	3	·	2	-0.1	3	36
O=c1nc(/C=C/c2ccc(Cl)cc2Cl)cc(C(F)(F)F)[nH]1	-35	35	11	-64	-8	6	0	0.1	8	6
NC12CN3CN(CN(C3)C1)C2 (tested in a mixture with another compound)	13	29	6	-3	5	-7	-1	-0.2	-1	0
COc1ccc(NS(=O)(=O)c2ccc(OCC(=O)N3CCN(C)CC3)cc2)cc1Cl	-6	17	-5	11	3	-1	-7	0.1	5	-2

Random excerpt: 2 entries already listed, in no set order.
canonical_smiles	KLF5 inh	AI-2 QS mod	HSF1 activator	aSyn 5UTR inh	IEC-6 cytotox	GSK3A inh	GSK3B inh	HIF activator	HSP90 inh	HSF1 inh
CC(=O)O[C@@]12CO[C@@H]1C[C@H](O)[C@@]1(C)C(=O)[C@H](O)C3=C(C)[C@@H](OC(=O)[C@H](O)[C@@H](NC(=O)c4ccccc4)c4ccccc4)C[C@@](O)([C@@H](OC(=O)c4ccccc4)C12)C3(C)C (stereo not given in full)	53	41	-4	114*	92*	0	2	0.0	1	-1
Cc1c(C=C2C(=O)N(C)C(=O)N(C)C2=O)c(=O)n(-c2ccccc2)n1C	10	15	-57	12	-3	1	2	-0.5	-3	-46
